# High-throughput results as filed in PubChem BioAssay.
# VCAM1 TNFa inh: inhibitors of TNFa-induced VCAM1 expression, primary screen, imaging, HUVEC, TNFa stimulus, immunofluorescence; HUVEC TNFa-induced VCAM-1 immunofluorescence, high-content imaging; inhibition, % at 2 µM; hit rate 0.48% among 95,000; AID 802, 2007;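 active = inhibition above the batch mean plus 3 SD, with images confirmed as a hit by eye, cut at about 37% in these data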;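 note: 0% = TNF-stimulated DMSO wells and 100% = unstimulated control wells; not every result past the cut was called active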
# cytoskel mod: modifiers of F-actin cytoskeleton organization, primary screen, imaging, HUVEC, phalloidin staining, high-content imaging. AID 836, 2007. HUVEC TNFa F-actin phalloidin imaging. inhibition, % at 2 µM. hit rate 0.18% among 91,000;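 active = inhibition above the batch mean plus 3 SD and confirmed as a hit by visual image inspection, cut at about 30% in these data, passing the limit was not always enough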; note: strong numbers were not always called active
# TNFa cytotox: cytotoxicity in TNFa-stimulated HUVEC, primary screen, cytotoxicity control for VCAM1 expression modulator project, imaging, Hoechst nuclei count. HUVEC TNFalpha-stimulated, Hoechst cell count. cell count reduction, % at 2 µM. hit rate 0.17% among 93,000;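 active = cell count reduction exceeding the screen mean by over 5 SD, scaled to untreated wells per plate, cut at about 78% in these data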;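 note: cells counted after 24 h of TNF alpha exposure following the 1 h pretreatment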
# IL1B cytotox: cytotoxicity in IL-1B stimulated HUVEC, primary screen, cytotoxicity control for IL-1B NFkB translocation project, imaging, Hoechst nuclear count, IL-1B stimulus | HUVEC cell count loss | cell count reduction, % at 2 µM | hit rate 0.41% among 94,000 | AID 845, 2007;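 active = cell count reduction more than 3 SD above the screen-wide mean, cut at about 70% in these data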;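 note: normalized per plate to untreated control cells as the no-loss baseline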
# Smad3 FoxH1 inh: Smad3/FoxH1 peptide binding inhibitors, primary screen, biochemical, TR-FRET | Mothers against decapentaplegic homolog 3 (Homo sapiens), P84022 | TR-FRET Smad3/Dy647-FoxH1 peptide binding, europium anti-His | inhibition, % at 25 µM | hit rate 0.29% among 88,000;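 active = compounds that reduce the energy-transfer binding signal between the protein and its labelled peptide by more than half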;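 note: 0% = Smad3 plus labelled peptide maximal FRET and 100% = peptide-only background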
# Lung fibro prol: antiproliferative effect on LL 47 fibroblasts – human, LL 47 cells, CellTiter-Glo luminescence, primary screen; LL 47 human lung fibroblast viability, ATP luminescence; hits give low values; viability, % at 10 µM; hit rate 1.1% among 85,000;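 active = viability at or below 50% in the single dose screen; inactive = viability above 50%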;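 note: compound exposure lasted 72 h before the ATP readout; 100% = median luminescence of untreated cell-only wells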
#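 Test system: LL 47 human lung fibroblasts / Quantity: 1,150 cells in each well / Medium: IMEM growth medium with 15% fetal bovine serum / Incubation: 72 h compound exposure at 37 °C after overnight plating / Detection: CellTiter-Glo luminescence measuring cellular ATP / Read-out: % viability versus median cells-only luminescence / Benchmarks: cell-only wells, no compound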
# HUVEC prolif 384: inhibitors of HUVEC proliferation, primary screen, cell-based, 384-well. AID 648, 2007. hit rate 1.1% among 86,000. CellTiter-Glo luminescence, 72 h; hits give low values. viability, % at 10 µM (by protocol);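 active = viability at or below 30%; inactive = viability above 30%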;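 note: 100% = median luminescence of DMSO-only cell control wells on each plate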
# H69AR growth 86K: proliferation blockers of H69AR lung cancer cells, primary screen, cell-based, human, 86K library; H69AR lung tumor viability, ATP luminescence, 72 h; hits give low values; viability, % at 10 µM; hit rate 6% among 85,000; AID 598, 2007;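 active = viability at or below 40%; inactive = viability above 40%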;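 note: multidrug resistant small cell line overexpressing MRP-1 efflux transporter; 100% = mean luminescence of untreated control wells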
# PTK2B oligo ant: antagonists of Pyk2 self-association, primary screen, Q293 cells, FERM NanoBiT luminescence, HTS; Protein-tyrosine kinase 2-beta (Homo sapiens), Q14289; z-score (the deposit names both 25 µM and 10 µM); hits give low values; hit rate 0.83% among 99,000;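 active = Z-score of -3 or lower, scaled per plate to the spread of control and sample wells; inactive = z-score above -3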;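 note: negative z-score means lost luminescence so less FERM oligomerization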
# Target sequence (Q14289 whole entry, looked up): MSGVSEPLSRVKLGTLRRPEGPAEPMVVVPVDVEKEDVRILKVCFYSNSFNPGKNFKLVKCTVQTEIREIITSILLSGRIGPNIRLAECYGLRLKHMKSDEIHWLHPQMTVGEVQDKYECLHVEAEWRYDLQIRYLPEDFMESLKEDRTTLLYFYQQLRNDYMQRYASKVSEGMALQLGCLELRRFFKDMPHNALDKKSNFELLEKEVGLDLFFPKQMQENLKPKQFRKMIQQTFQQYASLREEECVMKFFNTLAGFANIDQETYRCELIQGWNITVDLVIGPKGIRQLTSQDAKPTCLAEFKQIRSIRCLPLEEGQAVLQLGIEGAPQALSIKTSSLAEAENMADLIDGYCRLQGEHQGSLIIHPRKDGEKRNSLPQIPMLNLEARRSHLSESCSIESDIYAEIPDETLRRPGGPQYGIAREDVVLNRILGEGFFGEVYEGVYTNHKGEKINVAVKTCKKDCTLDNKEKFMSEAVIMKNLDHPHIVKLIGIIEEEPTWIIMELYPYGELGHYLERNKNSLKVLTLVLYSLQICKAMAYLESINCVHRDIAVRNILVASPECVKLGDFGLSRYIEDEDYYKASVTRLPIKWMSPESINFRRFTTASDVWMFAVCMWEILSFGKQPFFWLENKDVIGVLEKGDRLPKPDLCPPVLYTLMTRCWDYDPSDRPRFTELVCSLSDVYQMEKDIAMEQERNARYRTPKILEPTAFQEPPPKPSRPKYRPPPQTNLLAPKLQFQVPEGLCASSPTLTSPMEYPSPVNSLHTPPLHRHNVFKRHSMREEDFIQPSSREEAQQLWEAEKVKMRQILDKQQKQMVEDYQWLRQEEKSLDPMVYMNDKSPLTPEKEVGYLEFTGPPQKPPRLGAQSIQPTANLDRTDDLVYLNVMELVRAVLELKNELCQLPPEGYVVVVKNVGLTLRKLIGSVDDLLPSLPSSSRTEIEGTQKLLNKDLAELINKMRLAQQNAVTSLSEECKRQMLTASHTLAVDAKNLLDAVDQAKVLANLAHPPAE
# * marks the source's active call; other numbers are inactive results; / = not tested or not shown; [ ] = dose if it differs, or a comment. Not all compounds are listed; the hit share may differ from the screen's.
SMILES,VCAM1 TNFa inh,cytoskel mod,TNFa cytotox,IL1B cytotox,Smad3 FoxH1 inh,Lung fibro prol,HUVEC prolif 384,H69AR growth 86K,PTK2B oligo ant
O=C(CSc1nc2ccccc2n1CC(=O)NCc1ccccc1)NCc1ccco1,15,3,-9,11,-7[fluorescence artefact?],98,89,95,0.25
CCOc1ccc(NC(=O)CSc2nccn2C)cc1,10,8,-36,-9,-8,109,110,89,1.7
Brc1ccccc1-c1nnc(CSc2nnc3sc4ccccc4n23)o1,/,/,/,/,7,88,95,65,-0.32
C[C@@H]1C[C@H]2[C@@H]3CCC4=CC(=O)C=C[C@]4(C)[C@@]3(F)[C@@H](O)C[C@]2(C)[C@@]1(O)C(=O)COP(=O)(O)O,/,/,/,/,4,92,108,91,/
CCOc1ccc(NC(=O)CN2CCN(CC(=O)Nc3ccc(Cl)c(C(F)(F)F)c3)CC2)cc1,-5,6,9,33,1,77,55,97,-0.53
O=C(O)CNC(=O)CCN1C(=O)c2ccccc2C1=O,-11,-18,-14,-19,2,101,97,95,0.6
COc1cccc(C(=O)Nc2c(C)n[nH]c2C)c1,8,0,1,-4,-9,96,108,91,1.6
O=S(=O)(c1ccc(Cl)s1)N1CCc2ccccc2C1,13,-3,-8,4,3,97,104,81,-0.71
O=C(O)c1ccccc1-c1ccccc1C(=O)NCc1ccco1,/,/,/,-5,-9,92,90,101,-0.63
O=c1c2c(-c3cccs3)csc2ncn1-c1ccc(Br)cc1,12,-2,0,9,-12,91,73,58,0.1
CN(C)S(=O)(=O)c1ccc(C(=O)Nc2ccc(Cl)cc2)cc1,10,2,10,4,0,100,103,94,/
O=S1CC/C(=N\O)c2ccccc21 (stereo not drawn),-15,4,-20,-21,7,94,85,91,0.42
O=C(CSCc1ccccc1)Nc1cccc(C(=O)Nc2ccc(C(=O)O)cc2)c1,-19,-5,12,-26,/,/,/,/,-0.5
COc1ccc(-c2nn3c(C4CCCCC4)nnc3s2)cc1OC,-4,50,-19,-172,-12,80,104,66,-0.42
COC(/C=C/Nc1ccc(OC)cc1)=C(C#N)C#N,1,32,-13,3,/,/,/,/,-0.34
COc1ccc(-c2ncncc2-c2csc(C)n2)c(O)c1OC,0,-1,-4,-2,4,98,102,92,0.68
COC(=O)c1cc(NC2c3ccccc3C(=O)N2Cc2ccco2)cc(C(=O)OC)c1 (stereo not drawn),-11,4,-25,-4,/,/,/,/,/
O=C(NCCc1ccccc1)c1ccc(CS(=O)(=O)Cc2ccccc2F)o1,14,3,-12,-3,-8,108,101,93,0.62
Cc1nc(NC2CCCC2)sc1C(=O)N(C)C,5,11,-13,15,8,96,102,99,0.19
CCCC(=O)NC(=S)Nc1ccccc1C(F)(F)F,13,-6,4,14,/,/,/,/,0.31
Cc1cc2nc(C3CCN(Cc4nnnn4Cc4cccs4)CC3)[nH]c2cc1C,/,/,/,/,-3,62,64,15*,-0.2
COc1ccccc1NC(=S)NC(=O)C(C)(C)C,14,-10,-14,-51,/,/,/,/,0.72
Cc1onc(-c2ccccc2)c1C(=O)N1CC(C)OC(C)C1 (stereo not drawn),8,11,-23,-32,/,/,/,/,-0.74
CC1(C)CC(=O)C(C=Nc2ccc3cn[nH]c3c2)=C(O)C1,18,-3,-14,15,-7,90,90,84,0.56
Cc1cc(NC(=O)CSc2nc3c(c(=O)n2-c2ccc(Br)cc2)SCC3)no1,1,15,-21,-19,-71,49*,53,20*,-0.65
CCCCC(CC)CNC(=O)C1CCCN(S(=O)(=O)c2cnc[nH]2)C1 (stereo not drawn),5,5,-12,-8,-10,104,103,102,/
COc1ccc(NC(=O)CN(c2ccc(C(C)C)cc2)S(=O)(=O)c2c(C)noc2C)cc1OC,19,2,21,-35,0,79,63,78,/
O=C(OCC(CO)OC(CO)n1ccc(=O)[nH]c1=O)c1ccccc1 (stereo not drawn),1,-41,-9,-18,-19,104,101,108,0.32
O=C(CSc1nc2cc(Cl)ccc2o1)c1cccs1,/,/,/,/,9,95,99,89,-1.1
O=C(CCN1C(=O)c2ccccc2C1=O)N1CCC(c2ccccc2)C1 (stereo not drawn),-19,0,-11,-2,7,98,91,90,0.84
CS(=O)(=O)N(Cc1ccccc1)c1ccccc1C(=O)O,1,-4,8,12,-2,106,101,99,-0.08
CCOC(=O)c1nn(-c2ccccc2C)c2nc(-c3ccc(Cl)cc3)c(C#N)c(=O)n12,-28,-4,-20,-22,/,/,/,/,1.2
Cc1ccc(CNC(=O)CS(=O)Cc2nc(-c3cccs3)oc2C)cc1 (stereo not drawn),4,7,-9,3,4,96,97,89,/
O=C(Nc1ccc(Br)cc1F)C1CCCN(S(=O)(=O)c2cnc[nH]2)C1 (stereo not drawn),16,-1,-14,-16,-9,93,105,101,/
Cc1ccccc1OCCCC(=O)Nc1ccc(N2CCOCC2)cc1,/,/,/,/,15[fluorescence artefact?],104,92,97,-0.67
O=C1CCCc2nn(-c3ccccc3)c(-c3ccncc3)c21,0,2,40,-22,-16,97,95,79,-0.11
COc1ccc(C(=O)NCCCn2ccnc2)cc1,11,-27,-28,-3,-4,108,101,91,0.28
CCCc1nnc(NC(=O)c2c(O)c3cccc4c3n(c2=O)CC4)s1,/,/,/,/,35[fluorescence artefact?],111,109,18*,/
Cc1ccc(C(=O)NC(=S)Nc2cccc3nsnc23)cc1,3,-7,-1,-23,/,/,/,/,-1
CCOC(=O)N1CCN(C(=O)COc2ccc(S(=O)(=O)NCc3ccccc3)cc2)CC1,-10,10,8,/,-2,100,98,87,0.61
CCOC(=O)c1[nH]c2ccccc2c1NC(=O)c1cc(OC)c(OC)c(OC)c1,7,4,-7,-5,7,102,91,73,-0.39
COc1cc(C(c2sc3ncnn3c2O)N2CCN(c3ccccc3F)CC2)cc(OC)c1OC (stereo not drawn),2,21,-31,1,5,94,85,80,/
C=CCN1C(=O)CS/C1=C(\C#N)S(=O)(=O)c1ccc(C)cc1,17,-13,-25,-33,0,91,84,93,-0.35
Cc1ccc(C(=O)N2CCCC(c3nc4c(nnn4Cc4ccccc4)c(=O)[nH]3)C2)cc1 (stereo not drawn),6,12,-22,14,/,/,/,/,0.88
CSc1cccc(-n2cc(-c3ccc4c(c3)OCO4)[nH]c2=O)c1,5,-22,57,10,-1,70,52,25*,-0.23
O/N=C1\CCc2cc(Cl)ccc21,-1,-6,-7,-45,11,95,86,95,0.2
Cc1nc(NCCN2CCOCC2)c2nnn(Cc3c(F)cccc3Cl)c2n1,-1,-5,-12,-36,0,90,104,91,1.3
CCOC(=O)c1cn(CC)c2cc(N3CCCCC3)c(F)cc2c1=O,13,-10,-11,-36,1,90,82,49,-0.89
CC(C)(CNCC(O)c1ccccc1)N1CCOCC1 (stereo not drawn),-10,-32,10,-6,1,102,101,92,0.6
Cc1cccc(N2CCN(C(=O)C34CC5CC(CC(C5)C3)C4)CC2)c1C,-3,26,-49,-5,8[fluorescence artefact?],93,94,67,-1.8
Cc1cc(C)nc(SCC2COc3ccccc3O2)n1 (stereo not drawn),-20,-70,-9,-4,2,111,109,88,-1.5
O=C(Nc1ccccc1C1CC1)c1cccs1,-6,30,-13,-172,-2,99,95,85,0.42
O=C(Nc1ccc2c(c1)OCO2)C1CCN(S(=O)(=O)Cc2ccccc2)CC1,10,-24,-7,7,-6,101,71,97,0.39
O=c1oc2ccccc2c(N2CCCCC2)c1CN1CCCC1,-19,-12,-15,-18,13,109,90,103,0.83
CC(NC(=O)C1CCCN(S(=O)(=O)c2cccs2)C1)c1ccccc1 (stereo not drawn),5,-14,10,18,1,101,122,89,/
CCN(CC)CCN1C(=O)C(=O)/C(=C(/O)c2ccc(F)cc2)C1c1ccncc1 (stereo not drawn),/,/,/,/,4[fluorescence artefact?],106,104,95,/
O=C(c1cccc(C(F)(F)F)c1)N1CCN(c2cc(=O)[nH]nc2-c2ccccc2)CC1,-6,-9,10,18,/,/,/,/,-0.15
COCCN(C(=O)Nc1ccccc1)C(C)c1cccnc1 (stereo not drawn),7,6,-30,-2,7,106,98,99,/
CCn1cc(-c2nnnn2-c2ccc(Cl)cc2)c(=O)c2ccccc21,8,-9,10,-31,/,/,/,/,0.18
Cc1ccc(N2CC(C(=O)OCc3ccccc3)CC2=O)cc1 (stereo not drawn),4,-14,-7,-4,0,99,100,108,1.2
# Continued.
SMILES,VCAM1 TNFa inh,cytoskel mod,TNFa cytotox,IL1B cytotox,Smad3 FoxH1 inh,Lung fibro prol,HUVEC prolif 384,H69AR growth 86K,PTK2B oligo ant
CCc1nc(C)cn1S(=O)(=O)c1cc(Br)c(C)cc1OC,8,-3,-7,-38,-8,93,96,84,0.37
N#CCCN1CCN(S(=O)(=O)c2ccc(S(=O)(=O)N3CCCCCC3)cc2)CC1,/,/,/,/,5,98,94,91,/
Cc1ccc(N(C(=O)C(F)(F)F)C(C(=O)NC2CCCCC2)c2cccs2)cc1C (stereo not drawn),7,10,-12,-42,/,/,/,/,1.4
COc1ccc(S(=O)(=O)N2CCN(CCO)CC2)cc1-c1nnc2c3ccccc3c(C)nn12,/,/,/,/,6,105,105,86,/
Cc1cc(C)nc(N2CCC(C(=O)Nc3nnc(C)s3)CC2)n1,17,1,-30,-22,-13,88,92,96,0.03
O=C(Nc1ccc(S(=O)(=O)Nc2ncccn2)cc1)c1ccc(Br)s1,-7,-11,-7,3,/,/,/,/,0.24
COC(=O)C1=CNC=C(C(=O)OC)C1c1ccc(C(=O)OC)cc1,/,/,/,/,4,93,103,91,-2.4
COc1ccc(CNC(=O)c2ccccc2SC)cc1,18,6,3,-18,12,103,101,101,-0.21
OC(CN1CCCCC1)CN1CCCCC1,28,27,12,2,-3,103,96,87,-0.26
Cc1ccc(S(=O)(=O)NC(=O)NC(C)(C)C)cc1,/,/,/,/,3,96,100,93,1.9
COC(=O)c1cc(CSc2nnc(-c3ccccc3)c(-c3ccccc3)n2)oc1C,19,8,-30,10,5,97,114,80,-0.19
Clc1cccc(CSc2nnc([C@@H]3CCCN3)o2)c1,/,/,/,/,-2,103,94,91,0.44
Cc1c(Cl)cccc1NC(=O)CN1CCC(C(O)(c2ccccc2)c2ccccc2)CC1,11,-2,14,-9,/,/,/,/,0.39
CC(C)(C)c1nc2ccccc2[nH]1,9,1,-6,-9,/,/,/,/,-1
CCCS(=O)(=O)N1CCN(Cc2ccncc2)CC1,6,-2,-11,2,5,103,86,105,-0.2

# As a working copy, some entries already given.
SMILES,VCAM1 TNFa inh,cytoskel mod,TNFa cytotox,IL1B cytotox,Smad3 FoxH1 inh,Lung fibro prol,HUVEC prolif 384,H69AR growth 86K,PTK2B oligo ant
CCc1nc(C)cn1S(=O)(=O)c1cc(Br)c(C)cc1OC,8,-3,-7,-38,-8,93,96,84,0.37
N#CCCN1CCN(S(=O)(=O)c2ccc(S(=O)(=O)N3CCCCCC3)cc2)CC1,/,/,/,/,5,98,94,91,/
Cc1ccc(N(C(=O)C(F)(F)F)C(C(=O)NC2CCCCC2)c2cccs2)cc1C (stereo not drawn),7,10,-12,-42,/,/,/,/,1.4
